# S100A4 MyoIIA: inhibitors of human S100A4 binding to myosin IIA peptide; P26447; S100A4/TAMRA-MyoIIA peptide fluorescence polarization; inhibition, % at 10.7 µM; hit rate 0.14% among 360,000; AID 652163;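 active = mean inhibition of at least 70% across replicates, with every replicate also reaching that level; inconclusive = mean inhibition reaches 70% but some replicates fall short; inactive = mean inhibition below 70%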
# Target sequence (P26447 whole entry, looked up): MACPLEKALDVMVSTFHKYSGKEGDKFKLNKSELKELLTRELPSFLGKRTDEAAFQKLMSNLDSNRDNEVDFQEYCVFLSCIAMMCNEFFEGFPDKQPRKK
#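 Test system: S100A4 monomer protein; Medium: HEPES pH 7.2 with CaCl2, KCl, NaCl, DTT, Triton; Probe or stimulus: TAMRA-labelled myosin IIA heavy-chain peptide probe, 5 nM; Doses: one dose per compound; Times: polarization read 5 min after assay mix addition, stable 5–60 min; Benchmarks: neutral control DMSO, positive control TFP.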
# E-sel inducer: induces E-selectin expression in human endothelial cells | P16581 | HUVEC E-selectin immunofluorescence imaging; normalized: neutral wells 0, TNF-alpha wells 100 | activation, % at 7.58 µM | hit rate 0.37% among 260,000 | AID 686992;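 active = mean E-selectin-positive cell signal at least 10% of the positive control, reached in at least 60% of replicates, without over 20% cell loss; inconclusive = no rule given, readout overlaps actives, possibly toxicity-flagged; inactive = the rest, including those meeting only one limit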;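 also: in these data hits start at about 27%; measured in HUVEC primary endothelial cells; signal is the percent of cells scored E-selectin positive by PE staining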
#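 Read-out basis: % PE-positive cells; Test system: HUVEC primary endothelial cells; Technique: immunofluorescence imaging; Dosing: single-point compound dose.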
# ERp5 inh: blocks human ERp5 reductase activity on insulin | Q15084 | ERp5 insulin aggregation, absorbance 650 nm, 90 min | inhibition, % at 9.99 µM | hit rate 0.05% among 350,000 | AID 651711;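 active = mean replicate inhibition above about 25%, with every replicate also reaching it, limit read from the data, passing the limit was not always enough; inconclusive = only one of those two criteria met; inactive = neither criterion met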
# RAD54 branch: inhibitors of human RAD54 branch migration. Q92698. inhibition, % at 10.4 µM. hit rate 0.14% among 360,000. RAD54 Holliday junction branch migration, FAM/BHQ fluorescence;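 active = mean normalized replicate activity at least 40 and at least half of replicates scoring 40 or more; inconclusive = only one of the two criteria met; inactive = mean below 40 and under half of replicates reaching 40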;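 also: 0% = median of neutral control wells and 100% = median of positive control wells; inhibitors cause a drop in the FAM fluorescence signal; in these data hits start at about 50%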
# Target sequence (Q92698 whole entry, looked up): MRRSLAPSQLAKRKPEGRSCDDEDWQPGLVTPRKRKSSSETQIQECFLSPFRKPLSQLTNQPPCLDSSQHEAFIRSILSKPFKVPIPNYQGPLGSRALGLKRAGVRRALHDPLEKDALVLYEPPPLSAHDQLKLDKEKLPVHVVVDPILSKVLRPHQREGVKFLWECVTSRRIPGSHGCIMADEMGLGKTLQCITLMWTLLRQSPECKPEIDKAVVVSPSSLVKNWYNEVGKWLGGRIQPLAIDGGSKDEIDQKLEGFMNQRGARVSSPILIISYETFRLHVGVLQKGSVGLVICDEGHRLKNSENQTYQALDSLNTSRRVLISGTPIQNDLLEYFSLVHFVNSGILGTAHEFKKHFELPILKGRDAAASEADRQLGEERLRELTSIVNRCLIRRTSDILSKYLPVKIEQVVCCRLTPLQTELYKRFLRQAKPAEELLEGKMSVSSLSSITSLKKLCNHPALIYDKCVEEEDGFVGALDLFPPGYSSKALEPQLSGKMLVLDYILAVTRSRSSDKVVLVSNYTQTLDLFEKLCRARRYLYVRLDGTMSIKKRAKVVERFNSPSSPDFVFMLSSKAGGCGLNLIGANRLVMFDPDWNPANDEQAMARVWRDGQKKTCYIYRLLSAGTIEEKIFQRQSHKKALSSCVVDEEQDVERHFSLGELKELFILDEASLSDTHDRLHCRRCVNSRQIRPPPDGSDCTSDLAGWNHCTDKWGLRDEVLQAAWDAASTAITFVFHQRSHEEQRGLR
# RAD52 inh: inhibitors of human RAD52 DNA annealing. P43351. recombinant RAD52 DNA annealing, FRET fluorescence. AID 651710. inhibition, % at 18.7 µM. hit rate 0.46% among 360,000;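 active = every replicate showing at least 50% inhibition; inconclusive = mean inhibition at least 50% but not in every replicate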
# esBAF inh: SWI/SNF esBAF complex inhibition; reporter increase, % at 12.5 µM; mouse ES cells, Bmi1-luciferase knock-in reporter, 24 h; 100% = twice the neutral-well signal; hit rate 2% among 350,000; in the data active = activation above about 40%; inconclusive = no clear call, values can overlap the other calls;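 also: 0% = median of the plate's neutral control wells and 100% = double that signal; a rise in the Bmi1 reporter signal indicates esBAF inhibition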
# ERAP1 HTS inh: ERAP1 (human) enzyme inhibition; inhibition, % at 10.7 µM; recombinant ERAP1, Leu-AMC fluorescence, 60 min; hit rate 0.15% among 340,000; Q9NZ08;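 active = mean replicate inhibition of at least 30%, or all replicates individually reaching that 30% level; inactive = mean below 30% and not every replicate reaching it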;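 also: 0% = neutral control wells and 100% = L-leucinethiol positive control wells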
# XiGFP reactiv: X-chromosome reactivation activator. hit rate 0.055% among 360,000. XiGFP mouse fibroblasts, % GFP-positive cells imaging, 3 d; cells co-treated with 5-aza-dC sensitizer; scaled so ellipticine positive control = 100%. activation, % at 7.58 µM. AID 743238;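 active = mean normalized replicate activation at least 10% and every replicate at or above 10%; inconclusive = only one of the two criteria met; inactive = mean below 10% and not all replicates reach 10%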;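 also: 0% = median of on-plate neutral control wells and 100% = ellipticine 6 µM median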
#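 Material: XiGFP fibroblasts, SV40-immortalized. Buffer or medium: DMEM plus 5-aza-dC sensitizer. Compound: single concentration per compound, delivered by pin transfer. Times: 3 days compound exposure. Controls: ellipticine 6 µM.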
# * marks the source's active call; other numbers are inactive results; ? = inconclusive; · = no result given.
SMILES,S100A4 MyoIIA,E-sel inducer,ERp5 inh,RAD54 branch,RAD52 inh,esBAF inh,ERAP1 HTS inh,XiGFP reactiv
CCCc1cc(C(=O)N(C)CC(=O)Nc2ccc(OCC)c(OCC)c2)sc1C,1,·,-2,7,-12,-7,1,0.4
O=C(C[C@H]1CC[C@H](NS(=O)(=O)c2cccc(F)c2)[C@@H](CO)O1)NCc1ccc2c(c1)OCO2,105*,0.1,0,4,-3,3,3,0.0
O=C(C[C@@H]1C/C=C\C[C@H](Cc2ccc(F)cc2)C(=O)OC[C@@H]2CCCN2C1=O)N[C@H](CO)Cc1ccccc1,-4,0.7,1,-1,-9,2,3,0.2
COc1cc(NS(=O)(=O)c2ccc(NC(=S)NC(=O)/C=C/c3ccco3)cc2)ncn1,-1,·,2,-20,-52,4,1,0.1
O=C(COC(=O)c1cc(S(=O)(=O)N2CCOCC2)ccc1F)c1ccccc1,-1,·,5,-5,-15,-8,-3,0.3
CCOc1ccc(Br)cc1S(=O)(=O)NCc1ccc(S(N)(=O)=O)cc1,-3,4.8,-1,0,-20,-2,0,0.1
O=C(NCCO)Nc1ccc(Cl)cc1,2,-0.2,-2,·,-9,1,·,-0.1
Cc1ccc(S(=O)(=O)NNC(=O)c2csnn2)cc1,3,·,-1,·,-18,·,-5,0.4
COCC(=O)Nc1ccc2c(c1)[C@H]1C[C@H](CC(=O)N3CCCCC3)O[C@@H](CO)[C@H]1O2,·,-0.2,·,6,·,-4,·,0.0
CCCCn1c(N)c(N(CCOC)C(=O)c2nn(CC)c(=O)c3ccccc23)c(=O)[nH]c1=O,-4,-2.0,-5,0,-6,2,4,0.1
CO[C@@H]1CN(C)C(=O)c2ccc(NC(=O)c3ccc(F)cc3)cc2OC[C@H](C)N(C(C)=O)C[C@@H]1C,-38,0.1,0,-5,-1,2,-2,0.0
C[C@H]1CN([C@@H](C)CO)S(=O)(=O)c2ccc(-c3ccncc3)cc2O[C@@H]1CN(C)C(=O)Nc1ccc(F)cc1,15,-0.2,4,-11,-5,11,-3,-0.5
COc1ccccc1NC(=O)COc1ccc2c(c1)OCO2,-13,·,-2,-4,-13,11,4,0.2
CC(C)CC1C(=O)N(Cc2cn(Cc3ccco3)nn2)CCS(=O)(=O)N1Cc1ccc(-c2cccc(CO)c2)cc1 (configuration not stated),5,0.0,2,-13,-19,-1,-1,0.1
COc1ccc(-c2cnc3c(c2)C(=O)N([C@H](C)CO)C[C@@H](C)[C@@H](CN(C)C(=O)Nc2c(C)noc2C)O3)cc1,10,0.0,0,2,0,5,0,0.0
CCCNC(=O)Nc1ccc2c(c1)OC[C@@H](C)N(Cc1ccc(-c3ccccn3)cc1)C[C@@H](C)[C@@H](OC)CN(C)C2=O,0,0.0,-6,-14,1,-5,2,0.4
Cc1cc(NS(=O)(=O)c2cc(Cl)sc2Cl)no1,-15,-0.1,4,-5,-14,0,1,0.1
CC1CN(C(c2ccco2)c2sc3ncnn3c2O)CC(C)O1 (configuration not stated),-7,·,-5,-4,-10,-11,4,0.0
O=c1onc(-c2ccccc2)n1Cc1ccc([N+](=O)[O-])cc1,7,·,7,0,-79,-1,-2,0.1
COc1ccc2c3c([nH]c2c1)[C@H](CO)N(C(=O)Nc1ccc(F)cc1)CC31CCN(CC2CCOCC2)CC1,8,-0.2,-8,·,4,·,0,0.0
O=C(C[C@H]1C=C[C@H](NC(=O)CCN2CCCCC2)[C@H](CO)O1)Nc1ccc(-c2ccccc2)cc1,-5,0.3,-3,1,7,3,-13,-0.3
CC(Oc1ccccc1)C(=O)NCc1cccnc1 (configuration not stated),-1,·,3,3,1,7,-2,·
C[C@@H]1CN([C@H](C)CO)C(=O)CCCn2nncc2CO[C@@H]1CN(C)Cc1ccc(C(=O)Nc2ccccc2N)cc1,13,0.2,-4,-1,10,-10,2,0.4
Cc1cccc(NC(=O)CSc2nnc(CNC(=O)c3cccs3)o2)c1C,-18,·,6,-1,-18,-10,2,0.2
COC(=O)c1cc2oc(C)cc2n1CC(=O)N(C)c1ccccc1,3,·,7,5,-6,-4,-2,·
# Following part.
SMILES,S100A4 MyoIIA,E-sel inducer,ERp5 inh,RAD54 branch,RAD52 inh,esBAF inh,ERAP1 HTS inh,XiGFP reactiv
CCC1Oc2ccccc2N(CC(=O)NC2CCCCC2)C1=O (configuration not stated),-9,·,8,5,-1,-3,3,0.0
O=C(/C=C/c1ccc(OCCCF)cc1)N1CCN(Cc2ccccc2)CC1,-2,·,-2,-2,-8,8,1,0.1
C[C@H](CO)N1C[C@H](C)[C@@H](CN(C)C(=O)Nc2ccc(C(F)(F)F)cc2)OCCCC[C@H](C)Oc2ccc(NC(=O)CCC(F)(F)F)cc2C1=O,1,-0.1,7,-6,-25,5,1,-0.9
O=C([C@H]1[C@H](CO)[C@H]2Cn3c(cccc3=O)[C@@H]1N2Cc1cccc(Cl)c1)N1CCCCC1,-10,-0.2,2,6,1,-3,2,0.3
C[C@@H]1CN([C@@H](C)CO)C(=O)c2cccc(NS(=O)(=O)c3ccc(Cl)cc3)c2O[C@@H]1CN(C)Cc1ccc(Cl)c(Cl)c1,-5,-0.1,16,1,15,-6,-2,-0.3
CC(C)NC(=O)Nc1ccc2c(c1)C(=O)N([C@H](C)CO)C[C@H](C)[C@@H](CN(C)C(=O)Nc1ccc3c(c1)OCO3)OCCCC[C@@H](C)O2,12,·,7,1,5,2,2,0.0
COC(=O)[C@@]12CCCCN1[C@H](c1ccc(-c3ccc(F)cc3)cc1)[C@@H]1C(=O)N(C)C(=O)[C@@H]12,-7,-0.2,1,2,-17,6,-2,0.2
CCOC(=O)N1CCC(N2CCN(S(=O)(=O)c3ccc([N+](=O)[O-])cc3)CC2)CC1,-2,-0.2,-7,-4,-13,-3,0,-0.1
CC1=C(C(=O)N(C)C)CC(CC(=O)NCCN2CCOCC2)C(=O)N1Cc1ccc(C(C)(C)C)cc1 (configuration not stated),-1,0.0,3,-4,-1,-9,-2,-0.1
CCCCC(NC(=O)c1cccc(Br)c1)C(=O)O (configuration not stated),0,-0.8,-25,·,-2,·,-7,0.0
Cc1ccccc1OCC(=O)N=Nc1c(O)n(C)c2ccccc12,-5,0.1,5,·,-13,·,0,0.2
O=C(C[C@@H]1C[C@H]2c3cc(NC(=O)C4CCOCC4)ccc3O[C@H]2[C@@H](CO)O1)NCc1cccc(F)c1,-4,0.7,-9,9,4,-6,2,0.4
CCn1cc(S(=O)(=O)NCCc2ccccc2OC)cn1,-5,0.4,-1,-18,-2,-5,4,0.0
COc1ccc(Cc2nc(-c3ccc(Br)o3)no2)cc1OC,-4,0.1,1,10,-61,49*,-1,0.3
C[C@@H]1CN([C@@H](C)CO)C(=O)c2cc(NC(=O)CCN3CCOCC3)ccc2O[C@@H]1CN(C)Cc1ccc(Oc2ccccc2)cc1,6,0.0,-1,3,-26,-7,-2,-0.9
CCOC(=O)/C(=N\Nc1ccccc1Cl)N1CCN(Cc2ccccc2)CC1,-1,·,4,·,-17,·,-2,0.0
O=S(=O)(c1ccccc1)N1CCCCN2[C@H](CO)[C@H](c3ccc(C#CC4CCCC4)cc3)[C@@H]2C1,4,-0.2,1,?,2,2,1,0.1
COc1ccc2c3c(n(C)c2c1)[C@H](CO)N(C(=O)C1CC1)CC31CN(Cc2cccc(F)c2)C1,3,-0.3,0,·,16,·,3,0.3
O=C(C[C@H]1C[C@@H]2c3cc(NS(=O)(=O)c4ccc(F)cc4)ccc3O[C@@H]2[C@H](CO)O1)NCc1cccnc1,·,-0.1,-3,-3,-11,-4,·,0.4
Cn1c(SCC(=O)Nc2ccccc2F)nnc1-c1cccnc1,5,-0.3,1,-12,-3,8,·,0.3
C=C1CCCC2OC(CC3=CC4/C(C)=C/CC(C)CC(/C=C(\C)C(O)C5CC(O)C(O)C(CCC(O)/C=C/C(C)=C/CCC6=NCCC(C3)C64C)O5)OC(=O)CC3OC(C(O)C1)C(O)C3O)CC(O)C2O (configuration not stated),-6,·,0,-13,-21,-13,-1,·
COc1cccc(C2c3c(oc4ccc(F)cc4c3=O)C(=O)N2CCN2CCOCC2)c1OC (configuration not stated),-2,0.2,-3,1,-10,-2,3,0.0
CCCNC(=O)[C@H]1[C@H](CO)[C@H]2Cn3c(ccc(C4=CCCC4)c3=O)[C@H]2N1CCC,2,-0.3,-3,1,-40,-5,2,0.1
Cn1c(/C(C#N)=C/c2ccc(O)cc2)nc2ccccc21,-7,·,-7,16,-22,·,3,0.4
COc1ccc(CN(C)C[C@H]2Oc3ccc(NC(=O)Nc4ccc(OC)cc4)cc3C(=O)N([C@@H](C)CO)C[C@H]2C)cc1,6,1.7,0,4,14,2,0,0.1
# (more compounds)
SMILES,S100A4 MyoIIA,E-sel inducer,ERp5 inh,RAD54 branch,RAD52 inh,esBAF inh,ERAP1 HTS inh,XiGFP reactiv
CC(C)(C)c1nc(Sc2ccc([N+](=O)[O-])cn2)n[nH]1,0,·,6,·,-9,·,·,1.1
CC1(C(=O)Nc2ccc(S(=O)(=O)Nc3ncccn3)cc2)CCCC1,-5,-0.1,5,4,10,-1,1,0.1
Cc1ccc(NC(=O)CSc2nc(O)cc(=O)n2-c2ccc(C)cc2)cc1,-4,·,·,-8,-34,-1,0,0.0
O=C(O)c1cccc2c1/C(=N/O)c1ccccc1-2,-3,·,-10,10,-8,-4,-1,0.0
COc1ccc(CN2CCC2(C)C(=O)NCCNC(C)=O)c2ccccc12 (configuration not stated),-16,-0.1,-1,-3,33,3,5,0.0
N/C(=N/OC(=O)c1ccc(Cl)cc1)c1ncc([N+](=O)[O-])s1,-3,1.2,0,-7,-5,·,·,0.1
CC(=O)Nc1cccc(C(=O)OCCCOc2ccc(F)cc2)c1,-2,-1.4,3,-9,-11,26,-1,0.2
O=C1NC(Cc2ccccc2)C(=O)N1Cc1cc([N+](=O)[O-])cc2c1OCOC2 (configuration not stated),-6,2.0,-8,·,-5,·,0,0.0

# The order is random; 2.5% or so of the library scored in one or more.
